KDM5B inhibitor = Primary screen for KDM5B Histone Demethylases FDH-coupled qHTS. Lysine-specific demethylase 5B (Homo sapiens), Q9UGL1. KDM5B demethylase, FDH-coupled NADH fluorescence (FDH is formaldehyde dehydrogenase). Potency, µM (top dose mostly 57.7 µM), for the others: at the highest dose activity change, negative = inhibition, most hits filed as inhibitors. hit rate 2.6% among 220,000; active = well fitted inhibition curve with a large enough effect; inconclusive = small, poorly fitted or top-dose-only effect; inactive = no such curve, though single readings can be large or run the other way; also: 0% is about no effect; nearly all actives have a fitted effect of over 70% in size
Target sequence (Q9UGL1 whole entry, looked up): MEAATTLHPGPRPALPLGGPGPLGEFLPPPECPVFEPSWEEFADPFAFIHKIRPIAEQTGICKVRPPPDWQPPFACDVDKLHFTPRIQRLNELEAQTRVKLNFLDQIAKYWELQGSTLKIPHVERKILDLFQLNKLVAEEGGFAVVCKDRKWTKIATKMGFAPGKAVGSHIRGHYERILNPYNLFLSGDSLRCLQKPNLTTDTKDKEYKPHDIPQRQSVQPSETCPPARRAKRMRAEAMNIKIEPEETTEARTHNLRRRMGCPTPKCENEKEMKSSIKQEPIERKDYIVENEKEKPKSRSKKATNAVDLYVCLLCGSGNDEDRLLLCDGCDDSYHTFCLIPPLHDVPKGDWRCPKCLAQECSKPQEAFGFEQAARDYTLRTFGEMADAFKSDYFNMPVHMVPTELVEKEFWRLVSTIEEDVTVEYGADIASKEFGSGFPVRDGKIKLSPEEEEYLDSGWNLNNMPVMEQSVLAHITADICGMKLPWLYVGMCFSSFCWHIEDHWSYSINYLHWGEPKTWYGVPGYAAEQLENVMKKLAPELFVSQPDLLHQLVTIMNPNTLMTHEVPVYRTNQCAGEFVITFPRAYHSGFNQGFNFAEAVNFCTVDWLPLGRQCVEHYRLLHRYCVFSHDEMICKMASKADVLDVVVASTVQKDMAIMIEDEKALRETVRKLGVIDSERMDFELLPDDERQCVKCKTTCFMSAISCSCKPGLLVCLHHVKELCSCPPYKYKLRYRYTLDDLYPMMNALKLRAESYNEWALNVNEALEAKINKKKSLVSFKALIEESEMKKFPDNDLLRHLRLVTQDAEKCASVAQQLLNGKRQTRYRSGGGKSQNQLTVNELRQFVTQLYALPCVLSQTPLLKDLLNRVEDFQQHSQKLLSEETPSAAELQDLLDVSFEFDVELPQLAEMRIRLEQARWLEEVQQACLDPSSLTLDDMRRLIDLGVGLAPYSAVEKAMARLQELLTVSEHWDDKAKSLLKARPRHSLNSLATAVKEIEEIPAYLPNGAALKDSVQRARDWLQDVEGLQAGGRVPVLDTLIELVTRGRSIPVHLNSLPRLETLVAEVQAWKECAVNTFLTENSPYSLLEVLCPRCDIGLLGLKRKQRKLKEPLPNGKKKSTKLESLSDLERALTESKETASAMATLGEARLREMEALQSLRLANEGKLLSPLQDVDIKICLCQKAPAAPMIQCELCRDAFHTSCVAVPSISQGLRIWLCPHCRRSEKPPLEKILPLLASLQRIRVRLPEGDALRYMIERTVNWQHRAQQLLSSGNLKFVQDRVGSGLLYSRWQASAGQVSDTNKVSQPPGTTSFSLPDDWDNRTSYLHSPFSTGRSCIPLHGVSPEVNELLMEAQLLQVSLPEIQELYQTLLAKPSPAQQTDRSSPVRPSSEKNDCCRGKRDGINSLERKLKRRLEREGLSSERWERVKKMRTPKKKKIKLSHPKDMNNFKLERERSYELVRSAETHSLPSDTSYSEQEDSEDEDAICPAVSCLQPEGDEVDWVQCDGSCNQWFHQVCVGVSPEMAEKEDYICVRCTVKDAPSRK
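qHTS format, multiple compound concentrations. Buffer 50 mM HEPES pH 7.5/0.01% Tween-20; 200 nM KDM5BΔAP final; 10 min compound preincubation; substrate-mix levels 12.5 µM peptide, 25 µM α-KG, 0.25 mM NAD⁺; 30 min RT; ΔRFU.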
An asterisk follows results filed as active; & = joins results of further samples; [ ] = another dose, or the depositor's remark. Potency is read from the fitted curve at half-maximal effect.

How did COc1ccc(CNC(=O)c2scnc2C)cc1OC do in these assays?
KDM5B inhibitor: -11%

How did CC(C)C(=O)N1CCC(Oc2ncccc2C(=O)N(C)C)C1 (stereo not drawn) do in these assays?
KDM5B inhibitor: -3%

Results for Cc1ccccc1CNC(=O)c1ccc2c(c1)N(C)C1CCCCN1C2=O (stereo not drawn) ?
KDM5B inhibitor: inconclusive

Results for CC(=O)c1cc(C(=O)NCc2c(C)ncc3c2CCNC3)[nH]n1 ?
KDM5B inhibitor: 28%

What do the screens show for `Cc1cccc(NC(=O)CN(C)C(=O)C2CCN(c3ccc(C#N)cn3)CC2)c1C`?
KDM5B inhibitor: 12%

How did CC(Sc1nc(Cl)nc2nc[nH]c12)C(=O)NCCc1c[nH]c2ccc(Cl)cc12 (stereo not drawn) do in these assays?
KDM5B inhibitor: 8%

What do the screens show for `O=C(CCCN1C(=O)C(c2ccccc2)Oc2cccnc21)NCCc1ccccc1` (stereo not drawn)?
KDM5B inhibitor: -10%

How did N#Cc1ccc(C(=O)NC(c2ccccc2)c2cccs2)cc1 (stereo not drawn) do in these assays?
KDM5B inhibitor: 3%

Results for O=C(C1CC(=O)N(c2n[nH]c3cccc(F)c23)C1)N1CCN(Cc2ccccc2)CC1 (stereo not drawn) ?
KDM5B inhibitor: -24%

Results for Cc1cc2nc(/C(C#N)=C/c3coc4ccccc4c3=O)[nH]c2cc1C ?
KDM5B inhibitor: 13%

Results for CC(CCOC1=NS(=O)(=O)c2ccccc21)NC(=O)C(=O)Nc1ccccc1 (stereo not drawn) ?
KDM5B inhibitor: 20%

Results for COc1cccc(NC(=O)c2sc(NC(=O)c3ccncc3)nc2C)c1 ?
KDM5B inhibitor: 16%

Results for CCC(C)NC(=O)c1cc2c(=O)[nH]c3ccc(C)cc3c2s1 (stereo not drawn) ?
KDM5B inhibitor: inconclusive

Results for Cc1cccc(N2CCN(C(=O)c3oc(=O)c4ccccc4c3-c3ccccc3)CC2)c1C ?
KDM5B inhibitor: 3%

Results for O=c1cc(Cn2nnc(-c3ccccc3)n2)nc2sccn12 ?
KDM5B inhibitor: -26%

Results for CC(C)CCN1C[C@@H](CO)[C@H](c2nc(-c3cccnc3)no2)C1 ?
KDM5B inhibitor: -11%

Results for CCn1c(SCC(=O)Nc2cc(OC)cc(OC)c2)nc2c(-c3ccccc3)csc2c1=O ?
KDM5B inhibitor: 21%

What do the screens show for `O=S(=O)(NC1CCSc2c(F)cccc21)c1ccc(Br)cc1` (stereo not drawn)?
KDM5B inhibitor: -6%

What do the screens show for `CCN1C(=O)c2ccccc2Sc2ccc(NC(=O)Nc3ccc(C(C)=O)cc3)cc21`?
KDM5B inhibitor: -21%

What do the screens show for `CCCn1c(=O)[nH]c(=O)c2c(C(=O)O)cc(C(C)C)nc21`?
KDM5B inhibitor: inconclusive

Four structures out of the list, ordered by formula weight, low to high:
What do the screens show for `CCCn1c(=O)[nH]c(=O)c2c(C(=O)O)cc(C(C)C)nc21`?
KDM5B inhibitor: inconclusive

Results for CCC(C)NC(=O)c1cc2c(=O)[nH]c3ccc(C)cc3c2s1 (stereo not drawn) ?
KDM5B inhibitor: inconclusive

Results for Cc1ccccc1CNC(=O)c1ccc2c(c1)N(C)C1CCCCN1C2=O (stereo not drawn) ?
KDM5B inhibitor: inconclusive

What do the screens show for `CCN1C(=O)c2ccccc2Sc2ccc(NC(=O)Nc3ccc(C(C)=O)cc3)cc21`?
KDM5B inhibitor: -21%

(next part)
Results for CC(C)(C(=O)N1CCc2[nH]nc(-c3ccc(F)c(F)c3)c2C1)n1cccc1 ?
KDM5B inhibitor: -3%

How did CCOc1ccc(CNC(=O)CSc2c3c(nc4ccc(Cl)cc24)CCCC3)cc1 do in these assays?
KDM5B inhibitor: -8%

What do the screens show for `Nc1nnc(SCC(=O)NC2CCCc3ccccc32)s1` (stereo not drawn)?
KDM5B inhibitor: 25%

How did CCCc1cc(=O)oc2c(C)c(OC(C)C(=O)NCc3ccncc3)ccc12 (stereo not drawn) do in these assays?
KDM5B inhibitor: 300%[activator]

How did COc1ccc(N(C)C(=O)c2cn(C)c(=O)c3cc(OC)c(OC)cc23)cc1 do in these assays?
KDM5B inhibitor: 41%&-29%

What do the screens show for `Cc1nn(C)c(C)c1NC(=O)c1cc2sccc2n1Cc1ccccc1`?
KDM5B inhibitor: 9%

What do the screens show for `CCOC(=O)c1ccc(-c2ccc(/C=C(\C#N)C(=O)Nc3cccc(C)c3)o2)cc1`?
KDM5B inhibitor: -29%

Results for Cc1ccccc1NC(=O)C(C#N)C(=O)/C=C/c1ccccc1 (stereo not drawn) ?
KDM5B inhibitor: -2%

What do the screens show for `O=C(COC(=O)c1ccncc1)Nc1cc(S(=O)(=O)N2CCOCC2)ccc1Cl`?
KDM5B inhibitor: inconclusive

What do the screens show for `COc1ccc(Nc2ccc3nnc(-c4ccccn4)n3n2)cc1`?
KDM5B inhibitor: 11%[86.2 µM]

How did COCCN(Cc1cccs1)S(=O)(=O)c1ccc(Br)cc1 do in these assays?
KDM5B inhibitor: -16%

What do the screens show for `CCN1CCC(CCNC(=O)C2N(C(C)C)C(=O)C23CCCCC3)CC1` (stereo not drawn)?
KDM5B inhibitor: -11%

How did O=C(NC1CCN(Cc2ccccc2)C1)c1c[nH]c2ccccc12 (stereo not drawn) do in these assays?
KDM5B inhibitor: -2%

What do the screens show for `CC(OC(=O)c1ccc(-n2cnnn2)cc1)C(=O)Nc1ccc(N2CCOCC2)cc1` (stereo not drawn)?
KDM5B inhibitor: 19%

How did O=C(Nc1ccc(Cl)c2ncsc12)c1ccc(S(=O)(=O)N2CCCCC2)cc1 do in these assays?
KDM5B inhibitor: 10%

How did O=C(Cc1ccccc1)N1CCC(N2CC3CC(C2)[C@H]2CCCC(=O)N2C3)CC1 (stereo partly drawn) do in these assays?
KDM5B inhibitor: -1%

Results for O=C(C1CCC1)N1CCC(n2cc(-c3nc(-c4ccccc4)no3)nn2)CC1 ?
KDM5B inhibitor: -15%

What do the screens show for `CC(=O)/C(C=Nc1noc(C)c1Br)=C(\C)O`?
KDM5B inhibitor: 20%

How did Cc1ccsc1C(=O)NCc1ccccc1Cl do in these assays?
KDM5B inhibitor: 24%

How did COC(=O)CCNC(=O)C1c2ccccc2C(=O)N(Cc2ccccc2)C12CCCC2 (stereo not drawn) do in these assays?
KDM5B inhibitor: 4%

Continued, starting with the last three of the part before.
What do the screens show for `CC(=O)/C(C=Nc1noc(C)c1Br)=C(\C)O`?
KDM5B inhibitor: 20%

How did Cc1ccsc1C(=O)NCc1ccccc1Cl do in these assays?
KDM5B inhibitor: 24%

How did COC(=O)CCNC(=O)C1c2ccccc2C(=O)N(Cc2ccccc2)C12CCCC2 (stereo not drawn) do in these assays?
KDM5B inhibitor: 4%

Results for CCCCCc1ccc(C(C)=O)cc1 ?
KDM5B inhibitor: 24%

How did COc1ccc(C(=O)N[C@@H]2CCC[C@@H]2C(=O)NCCCOC(C)C)cc1 do in these assays?
KDM5B inhibitor: 1%

What do the screens show for `COc1cccc(C2C(C#N)=C(N)Oc3n[nH]c(C)c32)c1` (stereo not drawn)?
KDM5B inhibitor: -8%

How did Nc1ccc(-c2cn[nH]c2)cc1 do in these assays?
KDM5B inhibitor: -18%

What do the screens show for `Cn1cccc1/C=N/NC(=O)CSc1nc2ccccc2[nH]1`?
KDM5B inhibitor: 5%

How did Cn1c(CN2CCOCC2)nnc1C1CCCN(C(=O)c2cc[nH]c2)C1 (stereo not drawn) do in these assays?
KDM5B inhibitor: -14%

How did OCCN1CCN(c2cc(C(F)(F)F)nc3ccccc23)CC1 do in these assays?
KDM5B inhibitor: 12%

What do the screens show for `COc1cccc(OCc2ccc(Cl)cc2)c1C#N`?
KDM5B inhibitor: inconclusive

Results for CC(C#N)OC(=O)c1ccccc1C(=O)c1cccs1 (stereo not drawn) ?
KDM5B inhibitor: 19%

What do the screens show for `O=C(COC(=O)c1cc(=O)c2ccccc2o1)c1ccc(Cl)cc1`?
KDM5B inhibitor: 0%

Results for O=C(NCc1ccncc1)c1cc(-c2ccccc2Cl)nc2ccccc12 ?
KDM5B inhibitor: 4%

Results for COCCOCC1(CNCc2cn(C)c3ccccc23)C[C@@H](O)[C@@H](O)C1 (stereo partly drawn) ?
KDM5B inhibitor: inconclusive

How did COc1cc2c(cc1OC)C1=CC3(C(=O)Nc4c(C)cccc43)C(C#N)=C(N)N1CC2 (stereo not drawn) do in these assays?
KDM5B inhibitor: inconclusive

Results for CC(=O)N1CCC(N2CCC[C@H]2c2nc(-c3ccc(-c4ccncc4)nc3)no2)CC1 ?
KDM5B inhibitor: 6%[86.2 µM]

How did CCOc1ccc(N(Cc2nnc3n2CCCCC3)C(=O)Nc2ccccc2C)cc1 do in these assays?
KDM5B inhibitor: 12%

Results for CC(=O)N1CCN(S(=O)(=O)c2ccc(C(=O)NCc3ccc(OCC(F)(F)F)cc3)cc2)CC1 ?
KDM5B inhibitor: -5%

How did O=C(Nc1ccc(F)c(Cl)c1)c1cc2n(n1)CC(c1ccc3c(c1)OCO3)OC2 (stereo not drawn) do in these assays?
KDM5B inhibitor: 32µM*

How did COc1cccc2cc(-c3nc(-c4ccc(Cl)cc4)no3)c(=O)oc12 do in these assays?
KDM5B inhibitor: -17%

How did O=S(=O)(c1ccc2nc(N3CCN(c4ccc(F)cc4)CC3)ccc2c1)N1CCCC1 do in these assays?
KDM5B inhibitor: -9%

How did COc1ccc(-c2nnc(SCc3csc(Nc4ccc(C)cc4)n3)o2)cc1 do in these assays?
KDM5B inhibitor: -19%

How did C=CCNc1nc(-c2cccnc2)nc2ccccc12 do in these assays?
KDM5B inhibitor: 13%

Results for O=C(CSc1cn(CC(=O)N2CCOCC2)c2ccccc12)Nc1ccc(Br)cc1 ?
KDM5B inhibitor: -10%

Results for COc1ccccc1-c1cc(NC(=O)COc2ccc(C)c(C)c2)n(-c2ccccc2)n1 ?
KDM5B inhibitor: -11%

Results for NC(=O)CCNc1ccccc1Cl ?
KDM5B inhibitor: 11%

Results for CN1CCOc2c(C(=O)NCc3cccnc3)cc(-c3ccccc3)cc21 ?
KDM5B inhibitor: 28µM*

How did CCc1nc2c(=O)n(CC(=O)N3CCN(C4CCCCC4)CC3)nc(C)c2s1 do in these assays?
KDM5B inhibitor: -31%

What do the screens show for `Cc1cccc(CSCC(=O)N(C)C)c1`?
KDM5B inhibitor: 19%

Results for COC(=O)C1=C(C(=O)OC)SC2(S1)C(c1ccccc1)=CSC(C(=O)OC)=C2C(=O)OC ?
KDM5B inhibitor: 8%

Results for Cc1ccc(-c2nc(CSCC(=O)N3CCOCC3)c(C)o2)cc1 ?
KDM5B inhibitor: -9%

How did CCCn1nc(C(=O)Nc2ccc(OCCN(CC)CC)cc2)c2ccccc2c1=O do in these assays?
KDM5B inhibitor: -12%

How did COCCc1noc(CC2CCOC3(CCN(C(=O)C4CCCC4)CC3)C2)n1 (stereo not drawn) do in these assays?
KDM5B inhibitor: 13%

What do the screens show for `Nc1nccc(N2CC[C@H]3N(CCOCCO)CCC[C@]3(C(=O)O)C2)n1`?
KDM5B inhibitor: -5%

Results for COC(=O)[C@@H]1Cc2ncn(Cc3ccc(OC)cc3)c2CN1S(=O)(=O)Cc1ccccc1 ?
KDM5B inhibitor: inconclusive

Results for Cc1ccc(C2CC(=O)NC3=C2C(=O)CC(C)(C)C3)cc1 (stereo not drawn) ?
KDM5B inhibitor: 15%

What do the screens show for `CC1CCN(S(=O)(=O)c2ccc3nc(N4CCN(c5ccccc5F)CC4)ccc3c2)CC1`?
KDM5B inhibitor: inconclusive

What do the screens show for `Cc1ccc(Nc2ncnc(N)c2[N+](=O)[O-])cc1Cl`?
KDM5B inhibitor: -7%

What do the screens show for `COc1ccc(S(=O)(=O)N(CC(=O)NCCSc2ccccc2)c2ccc(Cl)cc2)cc1`?
KDM5B inhibitor: -29%

What do the screens show for `O=C(NC1CC1)C1CCN(C(=O)c2ccc(Cl)cc2)CC1`?
KDM5B inhibitor: 15%

How did COc1cc2c(=O)c(C(=O)c3ccc(C)c(C)c3)cn(Cc3ccccc3F)c2cc1OC do in these assays?
KDM5B inhibitor: 7%

How did OC(CC#CCN1CCOCC1)(c1ccccc1)C1CCCC1 (stereo not drawn) do in these assays?
KDM5B inhibitor: 16%

Results for CN1CCC2(CCC1=O)CN(C(=O)N1CCOCC1)CCN2C (stereo not drawn) ?
KDM5B inhibitor: -12%

Results for Cc1c(Cl)cccc1NC(=O)N1CCC(OC2CCN(S(C)(=O)=O)CC2)CC1 ?
KDM5B inhibitor: 35%

What do the screens show for `Clc1ccc(C2Cn3nnc(-c4nc(-c5cccc(Cl)c5)no4)c3CO2)cc1` (stereo not drawn)?
KDM5B inhibitor: -11%

How did O=[S+]([O-])(c1ccccc1)N1CCn2c(nnc2-c2ccc(Cl)cc2)C1 do in these assays?
KDM5B inhibitor: 22%[115 µM]

What do the screens show for `CCc1cc(=O)oc2cc(C)cc(OCC(=O)NCCCn3ccnc3)c12`?
KDM5B inhibitor: inconclusive

Results for COc1ccc(-c2ccc3nnc(CNC(=O)C(C)Oc4ccc(Cl)cc4)n3n2)cc1 (stereo not drawn) ?
KDM5B inhibitor: 28µM*

What do the screens show for `Cc1cc(NC(=O)CSc2nnnn2-c2cc(Cl)ccc2C)no1`?
KDM5B inhibitor: 6%

Results for O=C(NCc1ccc(N2CCCC2)nc1)c1ccc(F)cc1 ?
KDM5B inhibitor: 13%

What do the screens show for `CC(C)c1ccccc1NC(=O)c1cccs1`?
KDM5B inhibitor: 2%

Compounds listed so far containing a CF3 group (two):
How did OCCN1CCN(c2cc(C(F)(F)F)nc3ccccc23)CC1 do in these assays?
KDM5B inhibitor: 12%

Results for CC(=O)N1CCN(S(=O)(=O)c2ccc(C(=O)NCc3ccc(OCC(F)(F)F)cc3)cc2)CC1 ?
KDM5B inhibitor: -5%

Some of the compounds tested; count on the stated rates, not on these rows.
